KCNQ1 inh – blocks the human KCNQ1 potassium channel | P51787 | CHO-K1 KCNQ1, FluxOR thallium flux fluorescence; active compounds read high | B-score at 10 µM | 310,000 tested, 1.3% active | AID 2642;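 active = compounds whose thallium flux B-score, printed positive for inhibition, exceeds three library SD while starting fluorescence stays within three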;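 also: channel opened by potassium depolarization with thallium stimulus after 20 min compound exposure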
GSK3B inh – blocks human GSK3beta kinase activity; GST-GSK3beta kinase, ADP-Glo luminescence, 60 min; active compounds read low; activity score (negative = inhibition), % at 10 µM; 300,000 tested, 0.038% active; AID 2097;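 active = more than half of replicate wells score below -50%, meaning over 50% inhibition versus plate controls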;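 also: 0% = median DMSO wells and -100% = median GW8510 positive control wells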
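Assay system: GST-fused GSK3beta enzyme, cell-free / Medium: Tris pH 7.5 buffer with MgCl2, DTT, BSA, heparin / Also added: peptide substrate plus 25 µM ATP (final) / Compound: 10 µM single point / Timing: kinase reaction with compound 60 min at room temperature / Detection: ADP-Glo luminescence / Benchmarks: DMSO neutral wells and GW8510 at 20 µM as positive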
hERG rescue – shields human hERG channel from block by proarrhythmic agents. AID 1511. CHO-hERG, FluxOR thallium flux, dofetilide IC70 present. Q12809. activation (rescue from dofetilide block), less the hit threshold, % at 10 µM. 310,000 tested, 0.51% active;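 active = activation above the mean of controls blocked by dofetilide plus 5 SD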;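 also: thallium influx through hERG after potassium depolarization seen as dye fluorescence rise; in these data hits start at about 4.7%; inactives centre near -7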
KCNQ1 act – potentiates or activates the human KCNQ1 potassium channel; P51787; CHO-K1 KCNQ1, thallium flux FluxOR fluorescence; active compounds read high; B-score at 10 µM; 310,000 tested, 0.35% active; AID 2648;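 active = fluorescence ratio B-score, a plate-corrected score, at least three library SD, with initial intensity B-score within 5 SD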
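Material: CHO-K1 cells stably expressing KCNQ1. Medium: assay buffer for compound exposure, DMSO matched across wells. Reagent: K+/Tl+ depolarizing stimulus. Compound dosing: single-concentration screen. Times: 37 °C overnight plating, 90-min dark dye load, 20-min compound pretreatment. Technique: FluxOR Tl+ flux fluorescence.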
PolyA inh – blocks polyadenylation in yeast reporter cells | 300,000 tested, 0.02% active | S. cerevisiae SKY197-pL101 polyadenylation reporter, beta-gal luminescence; efflux-impaired pdr1/pdr3 knockout yeast; score 100 = 6 SD above DMSO | calls only at 12 µM | AID 1875;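 active = lowest replicate activity score at least 50, where 100 means six control SD above control mean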;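 also: yeast exposed to compound for 9 h at 30 °C; higher score means more reporter readthrough which indicates perturbed polyadenylation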
KCNK3 inh – human KCNK3 channel inhibition, primary screen. CHO-KCNK3 thallium flux, FluxOR fluorescence; active compounds read low. 340,000 tested, 0.84% active. B-score at 10 µM. AID 602410;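 active = B-score under library mean minus 4 SD, starting fluorescence ratio at most library mean plus 5 SD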;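 also: more negative B-score means stronger inhibition of thallium flux through KCNK3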
GSK3 alpha inh – blocks human GSK-3 alpha kinase; ADP-Glo luminescence, 60 min; inhibition, % at 10 µM; AID 2650; P49840; 320,000 tested, 0.1% active;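 in the data active = inhibition above about 50%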;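 also: GST-tagged GSK-3 alpha with peptide substrate and 25 µM ATP; 0% = DMSO neutral wells and 100% = GW8510 positive control wells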
KCNK9 inh – human KCNK9 channel inhibition; Q9NPC2; HEK293 KCNK9, FluxOR thallium flux fluorescence; active compounds read low; B-score at 10 µM; 310,000 tested, 1.2% active; AID 488922;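 active = ratio B-score over 3 SD below the library mean, with starting fluorescence within 5 SD of its mean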;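 also: negative B-score means less thallium flux so channel inhibition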
Target sequence (Q9NPC2 whole entry, looked up): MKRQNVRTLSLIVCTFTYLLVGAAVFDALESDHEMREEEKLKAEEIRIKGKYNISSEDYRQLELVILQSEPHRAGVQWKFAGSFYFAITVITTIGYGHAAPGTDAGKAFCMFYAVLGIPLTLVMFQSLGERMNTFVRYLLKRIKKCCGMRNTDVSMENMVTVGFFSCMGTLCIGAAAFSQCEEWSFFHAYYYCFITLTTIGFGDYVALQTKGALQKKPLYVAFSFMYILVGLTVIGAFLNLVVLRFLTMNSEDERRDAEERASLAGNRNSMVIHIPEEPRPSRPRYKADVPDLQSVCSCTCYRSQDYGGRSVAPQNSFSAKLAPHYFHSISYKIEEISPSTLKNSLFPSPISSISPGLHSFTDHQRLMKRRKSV
HDAC3 inh – blocks human histone deacetylase 3; recombinant HDAC3, fluorogenic peptide/trypsin coupled, fluorescence; inhibition, % at 8.3 µM; 320,000 tested, 0.15% active; AID 2718; in the data active = inhibition above about 26%, passing the limit was not always enough
RGS4 act – RGS4 potentiation or activation; 310,000 tested, 0.92% active; B-score at 10 µM; HEK293 M3R/inducible RGS4, carbachol calcium flux Fluo4; active compounds read low; AID 463111;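 active = B-score of the integrated calcium signal more than 4 SD below the library mean, with starting fluorescence not abnormally high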;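 also: negative B-score means reduced calcium response which marks RGS4 activation or potentiation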
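Also added: carbachol at ECmax as muscarinic agonist stimulus; Assay system: HEK293 cells with stable M3R and inducible RGS4; Timing: overnight RGS4 induction, 30 min dye load 37 °C, 20 min compound RT; Measured by: Fluo4-AM (2 µM) calcium-flux fluorescence, kinetic read.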
Dyrk1A ADPGlo – blocks rat Dyrk1A kinase activity; ADP-Glo luminescence, NFATc1 peptide; Q63470; 310,000 tested, 0.43% active; AID 504441; inhibition, % at 12.5 µM; in the data active = inhibition above about 50%;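 also: plate controls were vehicle with enzyme for no effect and no enzyme for full effect; many of its hits are not listed in these tables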
Numbers without * were called inactive; i = inactive. Some of the compounds tested; count on the stated rates, not on these rows.

SMILES	KCNQ1 inh	GSK3B inh	hERG rescue	KCNQ1 act	PolyA inh	KCNK3 inh	GSK3 alpha inh	KCNK9 inh	HDAC3 inh	RGS4 act	Dyrk1A ADPGlo
CCOCCCNC(=O)/C(C#N)=C/c1cc(C)c(O)c(C)c1	i	4	-7	i	i	i	1	i	0	i	7
CCc1ccc2c(c1)cc(CN(C(=S)Nc1ccc(Cl)cc1)C1CC1)c1nnnn12	i	3	-8	i	i	i	-4	i	6	i	6
CCN(CC(=O)NC1CCS(=O)(=O)C1)c1nc(-c2cccnc2)nc2ccccc12 (configuration not stated)	i	4	-7	i	i	i	-2	i	7	i	8
O=C(O)c1cc(-n2nnnc2SCc2ccccc2F)ccc1Cl	i	4	-7	i	i	i	-2	i	-1	i	-1
NC(=O)Cc1ccc(Nc2nnc(-c3ccccc3)c3ccccc23)cc1	i	1	-2	i	i	i	-2	i	6	i	2
CCS(=O)(=O)c1ccc2c(c1)N(S(=O)(=O)c1ccc(Cl)cc1)CC(C(=O)O)O2 (configuration not stated)	i	4	-2	i	i	i	-3	i	1	i	0
C[C@@H](CN=[N+]=[N-])CN1CC[C@H](O)CCC1=O	i	3	-5	i	i	i	-3	i	1	i	5
N#Cc1c(N)nc2c(c1-c1ccc3c(c1)OCO3)CCCCCC2	i	5	-6	i	i	i	-2	i	5	i	-3
CC(C)NC(=O)c1ccccc1NC(=O)Cc1ccc(Cl)cc1	i	-2	-2	i	i	i	2	i	-10	i	-7
CC(C)(Oc1ccc(Cl)cc1)C(=O)NCC(c1ccco1)N1CCCCC1 (configuration not stated)	i	-1	-11	i	i	i	-3	i	2	i	-1
O=C(Cn1c(=O)sc2ccccc21)Nc1ccc2c(c1)OCCO2	i	-3	-9	i	i	i	-4	i	9	i	-1
O=C(O/N=C1\CCS(=O)(=O)c2sccc21)c1c(F)cccc1F	i	-7	-4	i	i	i	-1	i	-3	i	2
C1=C2C[N+]3(CCCC3)CC2Cc2ccc3ccccc3c21 (configuration not stated)	i	0	-7	i	i	i	5	i	-4	i	7
CC1CN(CCCCOc2cccc(Oc3ccccc3)c2)CC(C)O1 (configuration not stated)	i	1	-9	i	i	i	-2	i	7	i	-7
CCn1nc(C)c(C2C(C#N)=C(N)OC3=C2C(=O)CCC3)c1C (configuration not stated)	i	-2	-10	i	i	i	-1	i	0	i	-7
N#Cc1ccccc1NC(=O)CSc1nnc(-c2ccccc2O)n1-c1ccccc1	i	3	-12	i	i	i	0	i	-4	i	9
COC(=O)CNC(=O)COC(=O)c1cc(SC)ccc1Cl	i	-3	-4	i	i	i	-1	i	1	i	-1
CCNc1ccc(C(=O)OCC(=O)NCc2ccccc2Cl)cc1[N+](=O)[O-]	i	3	-7	i	i	i	-1	i	-4	i	2
Cn1nc(-c2ccc(Cl)cc2)c2cc(C(=O)NCc3ccco3)sc21	6*	1	-9	i	i	-13*	-1	i	-1	i	-8
Cn1c(=O)c2c(ncn2Cc2ccc(Cl)cc2)n(C)c1=O	i	1	2	i	i	i	1	i	-3	i	-7
O=C1NCCCC1C(=O)N/N=C/c1cccc(O)c1 (configuration not stated)	i	-4	-11	i	i	i	0	i	6	i	0
Cc1nc2ccccc2nc(C)c1=NOCC(=O)N(c1ccccc1)C(C)C	i	0	-8	i	i	i	0	i	-1	i	2
CC(C)(C)NC(=O)N1c2ccccc2Sc2ccccc21	i	-4	-6	i	i	i	-2	i	-9	i	4

By substructure, those above containing sulfur (ten)
SMILES	KCNQ1 inh	GSK3B inh	hERG rescue	KCNQ1 act	PolyA inh	KCNK3 inh	GSK3 alpha inh	KCNK9 inh	HDAC3 inh	RGS4 act	Dyrk1A ADPGlo
CCc1ccc2c(c1)cc(CN(C(=S)Nc1ccc(Cl)cc1)C1CC1)c1nnnn12	i	3	-8	i	i	i	-4	i	6	i	6
CCN(CC(=O)NC1CCS(=O)(=O)C1)c1nc(-c2cccnc2)nc2ccccc12 (configuration not stated)	i	4	-7	i	i	i	-2	i	7	i	8
O=C(O)c1cc(-n2nnnc2SCc2ccccc2F)ccc1Cl	i	4	-7	i	i	i	-2	i	-1	i	-1
CCS(=O)(=O)c1ccc2c(c1)N(S(=O)(=O)c1ccc(Cl)cc1)CC(C(=O)O)O2 (configuration not stated)	i	4	-2	i	i	i	-3	i	1	i	0
O=C(Cn1c(=O)sc2ccccc21)Nc1ccc2c(c1)OCCO2	i	-3	-9	i	i	i	-4	i	9	i	-1
O=C(O/N=C1\CCS(=O)(=O)c2sccc21)c1c(F)cccc1F	i	-7	-4	i	i	i	-1	i	-3	i	2
N#Cc1ccccc1NC(=O)CSc1nnc(-c2ccccc2O)n1-c1ccccc1	i	3	-12	i	i	i	0	i	-4	i	9
COC(=O)CNC(=O)COC(=O)c1cc(SC)ccc1Cl	i	-3	-4	i	i	i	-1	i	1	i	-1
Cn1nc(-c2ccc(Cl)cc2)c2cc(C(=O)NCc3ccco3)sc21	6*	1	-9	i	i	-13*	-1	i	-1	i	-8
CC(C)(C)NC(=O)N1c2ccccc2Sc2ccccc21	i	-4	-6	i	i	i	-2	i	-9	i	4

From PubChem
